Compound activity: PubChem BioAssay, several laboratories
MrgX1 antag = antagonists of human MrgX1 receptor. Q96LB2. MRGX1-HEK293 calcium flux, Fluo-4, BAM8-22 antagonism; active compounds read low. B-score at 10 µM. 310,000 tested, 1.3% active;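 active = calcium-response B-score plate-corrected more than 3 library SD below zero, starting fluorescence within 5 deviations, no agonist response on first addition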;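 note: peak minus trough fluorescence over baseline after final BAM8-22 challenge near maximal dose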
Target sequence (Q96LB2 whole entry, looked up): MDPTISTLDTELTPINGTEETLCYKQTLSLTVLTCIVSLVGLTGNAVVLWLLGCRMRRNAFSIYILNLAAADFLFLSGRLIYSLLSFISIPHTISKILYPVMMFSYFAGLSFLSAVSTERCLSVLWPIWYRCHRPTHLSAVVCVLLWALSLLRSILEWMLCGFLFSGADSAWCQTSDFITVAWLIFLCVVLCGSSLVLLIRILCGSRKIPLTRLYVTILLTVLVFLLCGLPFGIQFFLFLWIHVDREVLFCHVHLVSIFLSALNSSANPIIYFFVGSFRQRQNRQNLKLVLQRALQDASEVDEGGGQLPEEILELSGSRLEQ
HDAC3 inhib = human HDAC3 inhibition. 320,000 tested, 0.15% active. recombinant HDAC3, fluorogenic peptide/trypsin coupled, fluorescence. AID 2718. inhibition, % at 8.3 µM; in the data active = inhibition above about 26%, passing the limit was not always enough; inconclusive = no clear call, values can overlap the other calls
Target sequence (O15379 whole entry, looked up): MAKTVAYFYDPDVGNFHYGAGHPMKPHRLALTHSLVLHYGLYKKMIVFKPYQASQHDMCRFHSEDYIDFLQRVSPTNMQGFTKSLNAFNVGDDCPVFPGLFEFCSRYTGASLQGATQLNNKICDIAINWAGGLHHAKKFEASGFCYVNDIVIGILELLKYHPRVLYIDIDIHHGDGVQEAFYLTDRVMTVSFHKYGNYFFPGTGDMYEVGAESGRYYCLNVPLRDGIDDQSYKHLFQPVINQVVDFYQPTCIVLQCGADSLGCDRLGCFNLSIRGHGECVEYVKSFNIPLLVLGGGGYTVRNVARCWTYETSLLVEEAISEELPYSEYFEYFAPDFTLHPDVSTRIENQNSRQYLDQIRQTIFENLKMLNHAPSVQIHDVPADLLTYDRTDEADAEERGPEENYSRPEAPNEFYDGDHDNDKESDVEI
RGS4 pot = potentiators or activators of RGS4 | 310,000 tested, 0.92% active | HEK293 M3R/inducible RGS4, carbachol calcium flux Fluo4; active compounds read low | B-score at 10 µM | AID 463111;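 active = B-score of the integrated calcium signal more than 4 SD below the library mean, with starting fluorescence not abnormally high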;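 note: negative B-score means reduced calcium response which marks RGS4 activation or potentiation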
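Test system: HEK293 cells with stable M3R and inducible RGS4; also added: carbachol at ECmax as muscarinic agonist stimulus; schedule: dye loading 30 min 37 °C, buffer rest 30 min RT; technique: kinetic calcium fluorescence imaging with Fluo4-AM dye, 2 µM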
TRPC6 inhibitor = mouse TRPC6 channel inhibition. HEK293-TRPC6, membrane potential dye, ACh-evoked depolarization; active compounds read low. B-score at 10 µM. 310,000 tested, 1.1% active;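 active = B-score under library mean minus 3 SD, initial fluorescence not abnormally high, positive integrated signal ratio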;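 note: B-score derived from integrated fluorescence ratio over the kinetic read; more negative B-score means stronger inhibition of depolarization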
RGS4 inh = inhibitors of human RGS4; P49798; HEK293 M3R/RGS4 inducible, Fluo-4 calcium flux; active compounds read high; triggered by carbachol at its EC20; B-score at 10 µM; 310,000 tested, 0.45% active;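 active = B-score, a plate-corrected calcium signal, over three deviations above library mean, with baseline fluorescence within five deviations of library mean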;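 note: RGS4 expression induced by doxycycline in cells with stable M3 receptor; B-score is computed from the integrated fluorescence ratio over baseline after carbachol; higher B-score means a larger calcium signal and so more RGS4 inhibition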
Target sequence (P49798 whole entry, looked up): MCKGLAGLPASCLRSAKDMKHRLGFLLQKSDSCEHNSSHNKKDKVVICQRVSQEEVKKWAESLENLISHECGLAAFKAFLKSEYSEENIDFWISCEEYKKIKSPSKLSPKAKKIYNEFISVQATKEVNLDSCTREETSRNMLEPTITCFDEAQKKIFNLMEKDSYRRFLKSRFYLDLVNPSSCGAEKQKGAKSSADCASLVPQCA
MrgX1 agonist = agonists of human MrgX1 receptor; Q96LB2; MrgX1-HEK293 cells, Fluo-4 calcium fluorescence, agonist mode; active compounds read high; B-score at 10 µM; 310,000 tested, 0.44% active; AID 588627;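 active = calcium response B-score plate-corrected fluorescence ratio at least 3 library SD, with starting fluorescence B-score inside 5 SD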
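Material: HEK293 cells stably expressing human MrgX1 receptor | Quantity: 15,000 cells per well | Times: Cells plated overnight, dye loaded 0.5 h 37 °C, 0.5 h room temperature | Measured by: Kinetic Fluo-4 NW fluorescence of intracellular calcium | Control set: Positive and negative controls per plate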
ANO1 activ = activates or potentiates the mouse TMEM16A chloride channel. 340,000 tested, 0.3% active. HEK293 TMEM16A/YFP-H148Q/I152L, iodide quench fluorescence; active compounds read low. B-score at 10 µM;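 active = fluorescence-ratio B-score plate-corrected deviation score at least 3 library SD below zero, with starting fluorescence score within 5 deviations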;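 note: channel opened by trigger with iodide after compound preincubation; score built on the fluorescence ratio of max minus min over baseline; more negative score means more quench and so TMEM16A activation or potentiation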
SKKanGAS inh = SKKanGAS growth inhibition. 300,000 tested, 1.3% active. inhibition, % at 7.5 µM. S. pyogenes SKKanGAS, kanamycin growth, BacTiter-Glo, 6 h;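 active = mean replicate score, as percent of positive control median, at least 50; inconclusive = mean below 50 but one replicate at or above 50; inactive = mean and every replicate below 50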;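 note: strain carries kanamycin resistance gene driven by streptokinase promoter and grows in 40 µg/ml kanamycin; loss of luminescence reflects streptokinase promoter inhibition or plain growth inhibition; 0% = median of DMSO wells and 100% = positive control at its reference dose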
TMEM16A inh = blocks the mouse calcium-activated chloride channel TMEM16A; HEK293 TMEM16A/YFP iodide influx fluorescence, ionomycin; normalized B-score (activity score, 25-100; higher = stronger inhibition) at 10 µM; 310,000 tested, 1.2% active; AID 588511;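 active = ratio plate-corrected score three or more library SD toward inhibition, starting fluorescence score within five deviations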;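 note: score derived from kinetic fluorescence span divided by baseline fluorescence per well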
TRPC6 activator = mouse TRPC6 channel activation; Q61143; HEK293-TRPC6 membrane potential dye fluorescence; active compounds read high; B-score at 10 µM; 310,000 tested, 0.13% active; AID 2550;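 active = B-score of the integrated fluorescence ratio above library mean plus 3 SD, and starting fluorescence ratio within library mean plus 5 SD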;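 note: higher score means more depolarization so channel activation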
MrgX1 PAM = allosterically activates human MrgX1 receptor signaling. Q96LB2. MrgX1-HEK293, Fluo-4 calcium flux, FDSS; active compounds read high. B-score at 10 µM. 310,000 tested, 0.63% active;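 active = plate-corrected calcium response at least 3 library SD above typical, normal starting fluorescence, not activating the receptor alone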;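 note: compound read alongside a low EC10 to EC30 dose of BAM8-22 agonist; peak minus trough fluorescence over baseline measured at the second addition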
* hit, by the source's call; i = inactive; u = inconclusive; x = no result given.

SMILES | MrgX1 antag | HDAC3 inhib | RGS4 pot | TRPC6 inhibitor | RGS4 inh | MrgX1 agonist | ANO1 activ | SKKanGAS inh | TMEM16A inh | TRPC6 activator | MrgX1 PAM
CC(C)N(C(=O)CSc1nc2ccccc2n1Cc1ccccc1)C(C)C | i | 3 | i | i | i | i | i | 4 | i | i | i
CSCCC1NC(=O)N(CC(=O)Nc2c(C(C)C)cccc2C(C)C)C1=O (stereo not drawn) | i | -6 | i | i | i | i | i | -5 | i | i | i
NNC(=O)c1[nH]c(-c2ccccc2)cc1-c1ccccc1 | i | -13 | i | i | i | i | i | 23 | i | i | i
COc1ccc(CC(=O)OC(C)CN2CCOCC2)cc1 (stereo not drawn) | i | 1 | i | i | i | i | i | -6 | i | i | i
O=C(COc1ncnc2ccccc12)NCCc1ccc(F)cc1 | i | -2 | i | i | i | i | i | 2 | i | i | i
CNC(=S)Nc1cc(C(=O)N2CCCC2)ccc1N1CCCC1 | i | u | i | i | i | i | i | 8 | i | i | i
COC(=O)[C@]1(CC(C)C)N[C@H](c2ccc(SC3CCCCC3)c(OC)c2)[C@@H]2C(=O)N(C)C(=O)[C@@H]21 | i | 18 | i | i | i | i | i | 16 | i | i | i
CCC(CC)C(=O)Nc1ccncc1 | i | -5 | i | i | i | i | x | 3 | i | i | i
CSCCC(NC(=O)C12CC3CC(CC(C3)C1)C2)C(=O)OCC(=O)c1ccc(C)cc1 (stereo not drawn) | i | 4 | i | i | i | i | i | -1 | i | i | i
COc1ccc(S(=O)(=O)N2CCC3(CC2)OCCN3S(=O)(=O)c2ccc(C)cc2)cc1OC | -6.6* | -4 | i | i | i | i | i | 1 | i | i | i
C/C=C/c1ccc(OCCN2C(=O)NC(C)(C)C2=O)c(OC)c1 | i | -4 | i | i | i | i | i | -16 | i | i | i
COc1cc(NC(=O)CCc2c(C)[nH]c(=O)c(C#N)c2C)cc(OC)c1 | i | -1 | i | i | i | i | i | 0 | i | i | i
Brc1ccc(/C=C/C=N/Nc2nc3ccccc3s2)cc1 | i | 5 | i | i | i | i | i | 11 | i | i | i
O=C(NCc1ccc2c(c1)OCO2)c1cc2ccccc2oc1=O | i | -2 | i | i | i | i | i | -1 | i | i | i
COc1ccc2nc(NC(=O)C3CCCN(S(=O)(=O)c4cccc5nonc45)C3)sc2c1 (stereo not drawn) | i | 6 | i | i | i | i | i | 23 | i | i | i
O=[N+]([O-])c1cc(C=Nc2cccc3c(O)cccc23)ccc1Cl | i | -27 | i | i | i | i | x | 9 | i | i | i
CC(C)CCNC(=O)CSc1nc2ccccc2c(=O)[nH]1 | i | 3 | i | i | i | i | i | 8 | i | i | i
CCCn1c(N2CCN(CC(=O)Nc3ccc4c(c3)OCCO4)CC2)nc2ccccc21 | i | -4 | i | i | i | i | i | 2 | i | i | i
O=[N+]([O-])c1ccc2c(c1)C(O)n1nc(-c3ccccc3)nc1S2 (stereo not drawn) | i | -11 | i | i | i | i | i | -2 | i | i | i
CCOc1ccc(/C=N/NC(=O)c2c(-c3ccccc3)noc2C)cc1 | i | 5 | i | i | i | i | i | -3 | i | i | i
COc1cccc(C2=NOC(C(=O)Nc3cccc(C(C)=O)c3)C2)c1OC (stereo not drawn) | i | x | i | i | i | i | i | -1 | i | i | i
Cc1ccc(CNC(=O)CCCC(=O)c2ccccc2)cc1 | i | 8 | i | i | i | i | i | -10 | i | i | i
Cc1ccc(CC2(O)CC(C)N(C)CC2C)c(C)c1 (stereo not drawn) | i | -1 | i | i | i | i | i | 1 | i | i | i
COc1ccccc1Cc1nc(-c2ccc(C)cc2)no1 | i | 3 | i | i | i | i | i | 2 | i | i | i
CC1CN(C(=O)c2cc3ccccc3oc2=O)CC(C)O1 (stereo not drawn) | i | 0 | i | i | i | i | i | -1 | i | i | i
Fc1ccccc1NC(=S)Nc1cccc2cnccc12 | i | 5 | i | i | i | i | i | -3 | i | i | i
COc1cccc(N2CCN(C(=O)c3ccc(CS(=O)c4ccccc4C)o3)CC2)c1 (stereo not drawn) | i | -6 | i | i | i | i | i | 7 | i | i | i
COc1ccccc1OCc1ccc(C(=O)NCc2ccco2)o1 | i | 7 | i | i | i | i | i | -2 | i | i | i
O=C(NCC1CCN(S(=O)(=O)c2ccccc2)CC1)Nc1ccc(F)cc1 | i | 1 | i | i | i | i | i | 0 | i | i | i
COc1ccc(C(=O)Cn2c(Br)nc3c2c(=O)n(C)c(=O)n3C)cc1OC | i | 5 | i | i | i | i | i | -1 | i | i | i
COCCOC(=O)C1=C(C)N(c2ccccc2)C(=O)NC1c1cccc([N+](=O)[O-])c1 (stereo not drawn) | i | -1 | i | i | i | i | i | -2 | i | i | i
CCOC(=O)c1nc(C)sc1-c1ccnn1S(=O)(=O)c1ccc(C)cc1 | i | 1 | i | i | i | i | i | -12 | i | i | i
CCCN1CCC(=NNc2ccc(S(=O)(=O)N(CC)CC)cc2[N+](=O)[O-])CC1 | i | 3 | i | -5.9* | i | i | i | 3 | i | i | i
N#Cc1cc(N)ccc1Sc1ccccc1 | i | -4 | i | i | i | i | i | 6 | i | i | i
CCCc1ccc(OC(=O)c2ccc(O)cc2Cl)cc1 | i | 13 | i | i | i | i | i | 81* | i | i | i
C=C(C)CNC(=S)NNC(=O)CCn1c2ccc(Cl)cc2c2cc(Cl)ccc21 | i | 11 | i | i | i | i | i | 74* | i | i | i
COc1ccc(S(=O)(=O)N(C)c2nc3ccccc3n3c(CC(C)C)nnc23)cc1 | i | 7 | i | i | i | i | i | -7 | i | i | i
Cc1cccc2nc(-c3cccc(NC(=O)Cc4ccccc4)c3)cn12 | i | -3 | i | i | i | i | i | -3 | i | i | i
CCC(=O)N1COC[C@@H]1Cc1ccccc1 | i | 5 | i | i | i | i | i | -10 | i | i | i
O=C(c1cccc(COc2cccc3ccccc23)c1)N1CCCC1 | i | -8 | i | i | i | i | i | 0 | i | i | i
CSC1=C(C#N)C(C)C2=C(CC(C)(C)CC2=O)N1 (stereo not drawn) | i | 5 | i | i | i | i | i | 5 | i | i | i
Cc1cc(C)c(NC(=S)N2CCC(N(C)CC3CCCO3)CC2)c(C)c1 (stereo not drawn) | i | -2 | i | i | i | i | i | -3 | i | i | i
COc1ccccc1C1CCN(Cc2ccc(C)cc2)CC1 | i | -1 | i | i | i | i | i | 0 | i | i | i
COc1ccc2nc(N3CCN(C(=O)c4ccc5ncsc5c4)CC3)sc2c1 | i | 2 | i | i | i | i | i | 5 | i | i | i
Cc1cccn2c(=O)nc(SCC(=O)N3CC(C)OC(C)C3)nc12 (stereo not drawn) | i | -10 | i | i | i | i | i | 1 | i | i | i
CCCNC(=O)C1CN(S(=O)(=O)c2ccccc2)CCN1S(=O)(=O)c1ccccc1 (stereo not drawn) | i | 4 | i | i | i | i | i | 1 | i | i | i
CCn1c(=O)c2ccccc2n(CC(=O)N2CCCc3ccccc32)c1=O | i | -2 | i | i | i | i | i | -3 | i | i | i
O=C(Cc1cccc2ccccc12)Nc1nc2ccccc2[nH]1 | i | -2 | i | i | i | i | i | u | i | i | i

One compound at a time, from the list above. Screens in order: MrgX1 antag | HDAC3 inhib | RGS4 pot | TRPC6 inhibitor | RGS4 inh | MrgX1 agonist | ANO1 activ | SKKanGAS inh | TMEM16A inh | TRPC6 activator | MrgX1 PAM
Profile of `COc1ccccc1C1CCN(Cc2ccc(C)cc2)CC1` = i | -1 | i | i | i | i | i | 0 | i | i | i
Profile of `CCn1c(=O)c2ccccc2n(CC(=O)N2CCCc3ccccc32)c1=O` = i | -2 | i | i | i | i | i | -3 | i | i | i
Profile of `CCCNC(=O)C1CN(S(=O)(=O)c2ccccc2)CCN1S(=O)(=O)c1ccccc1` (stereo not drawn) = i | 4 | i | i | i | i | i | 1 | i | i | i

The listing continues:
SMILES | MrgX1 antag | HDAC3 inhib | RGS4 pot | TRPC6 inhibitor | RGS4 inh | MrgX1 agonist | ANO1 activ | SKKanGAS inh | TMEM16A inh | TRPC6 activator | MrgX1 PAM
CCOC(=O)CN(C#N)c1nc(N(C)C)nc(N(C)C)n1 | i | 3 | i | i | i | i | i | 2 | i | i | i
Cc1c(C)c2c(OCC(=O)NCCCO)cc3c(c2oc1=O)CCC(C)(C)O3 | i | -46 | i | i | i | i | i | -2 | i | i | i
C1=Nc2c(Nc3ccccc3)ncnc2Oc2ccccc21 | i | 1 | i | i | i | i | i | -5 | i | i | i
Nc1ncnc(Sc2ccccc2)c1[N+](=O)[O-] | i | 4 | i | i | i | i | i | -3 | i | i | i
Cc1ccc(-c2cc(-c3nnc(SCC(=O)NCC(C)C)n3N)c3ccccc3n2)cc1 | i | -2 | i | i | i | i | i | 9 | i | i | i
O=C(NCc1ccc2c(c1)OCO2)Nc1cccc(Cl)c1 | i | 1 | i | i | i | i | i | 9 | i | i | i
COc1cccc(CN(C(=O)c2cccs2)C2CCS(=O)(=O)C2)c1 (stereo not drawn) | i | -2 | i | i | i | i | i | 3 | i | i | i
Cc1ccc(OCCC(=O)OCC(=O)N2CCN(S(=O)(=O)c3ccc(C)cc3C)CC2)cc1 | i | 8 | i | i | i | i | i | -4 | i | i | i
COc1cc(-c2cc(C(=O)Nc3ccccc3N3CCOCC3)c3ccccc3n2)cc(OC)c1OC | i | 5 | i | i | i | i | i | 38 | i | i | i
Cc1nnc(C)c2c(C)n(-c3ccc4ncccc4c3)c(C)c12 | i | 7 | i | i | i | i | i | -6 | i | i | i
Cc1ccc(-n2c(SCC(=O)NCC3CCCO3)nc3n[nH]c(C)c3c2=N)cc1Cl (stereo not drawn) | i | -3 | i | i | i | i | i | 9 | i | i | i
Cc1ccc(S(=O)(=O)NN2C(=O)c3ccccc3NC2c2cccc(O)c2)cc1 (stereo not drawn) | i | -16 | i | i | i | i | i | 7 | i | i | i
O=C1CCCc2c1nn(-c1ccccc1)[n+]2[O-] | i | -5 | i | i | i | i | i | -4 | i | i | i
O=C(CN(C(=O)CNC(=O)c1ccco1)c1ccccc1F)NC1CCCCC1 | i | 6 | i | i | i | i | i | 0 | i | i | i
C=CCNC(=O)C(=O)NCC(c1ccc2c(c1)OCO2)N1CCOCC1 (stereo not drawn) | i | -9 | i | i | i | i | i | 9 | i | i | i
